Cneo AK release – Cryptococcus neoformans cell lysis inducers, primary screen, AK release luminescence, single concentration; C. neoformans lysis, adenylate kinase release luminescence, 4 h; normalised: neutral wells 0, clomiphene wells 100; lysis activity, % at 15 µM; 0.2% of 360,000 active; AID 651654, 2012;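 active = mean lysis activity across replicates of at least 80%, whatever share of replicates individually reach that level; inactive = mean lysis activity below 80%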
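Assay system: C. neoformans cells. Amount: yeast cell density of 5 × 10^6 cells/mL. Technique: AK luminescence. Buffer or medium: YPD. Times: static 4 h at 37 °C with compound, 1 h detection. Dosing: single-point compound dose. Read-out: lysis from increased AK signal.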
PAX8 inh HTS – inhibitors of PAX8-driven TPO luciferase reporter, primary screen, RMG-I cells, single concentration; inhibition, % at 12.6 µM; SteadyGlo, 24 h; AID 652154, 2013; 1.2% of 360,000 active;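 active = mean replicate inhibition at least 60% with every replicate also reaching 60%; inconclusive = only one of the two criteria is met; inactive = mean below 60% and not all replicates reaching 60%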;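 note: luciferase light reporting Pax8 driven TPO promoter activity; plate controls were median of neutral control wells for no effect and mitoxantrone controls for full effect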
LGR2 antag – inhibitors of bursicon-induced LGR2 CRE-luciferase signal, primary screen, cell-based, HEK293, CRE-luciferase reporter, bursicon stimulation; Drosophila bursicon receptor LGR2 (rickets); bursicon-stimulated, 4 h; inhibition, % at 9.99 µM; 0.35% of 380,000 active; AID 720647, 2013;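 active = drop in luminescence signal, shown as inhibition above about 50% in the replicate tests, limit read from the data, passing the limit was not always enough; inconclusive = probably only some replicates passing the limit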;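 note: agonist challenge used bursicon conditioned medium at about half maximal strength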
PglD inh – C. jejuni PglD acetyltransferase inhibitors, primary screen, biochemical, DTNB colorimetric, single point; UDP-N-acetylbacillosamine N-acetyltransferase PglD (Campylobacter jejuni); purified PglD enzyme, DTNB colorimetric CoA detection; inhibition, % at 12.5 µM; 0.098% of 360,000 active; AID 602405, 2012; in the data active = inhibition above about 16%, passing the limit was not always enough; inconclusive = no clear call, values can overlap the other calls; note: strong numbers were not always called active
ARNT TACC3 PPI – disruptors of ARNT/TACC3 protein interaction, primary screen, biochemical, AlphaScreen, single concentration; AlphaScreen His-ARNT PAS-B/GST-TACC3 binding, luminescence; TACC3 fragment carries E629A point mutation; 0.66% of 390,000 active; AID 623870, 2012; inhibition, % at 9.99 µM; Transforming acidic coiled-coil-containing protein 3 (Homo sapiens), Q9Y6A5;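 active = mean inhibition of replicates at least 50% and at least half of replicates each reaching 50%; inconclusive = half or more replicates reach 50% but mean below 50%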;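 note: 0% = complete ARNT plus TACC3 wells and 100% = ARNT alone without TACC3; many hits fall short of the cut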
PGC1a acetyl inh – inhibitors of PGC1a acetylation signal, primary screen, cell-based, U2OS, AlphaScreen, inhibitor mode | AlphaScreen anti-acetyl-lysine; with virally co-expressed GCN5 acetyltransferase | inhibition, % at 15.6 µM | 0.17% of 350,000 active;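 active = every replicate shows inhibition of at least 40%; inconclusive = mean inhibition at least 40% but some replicate below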;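 note: 0% = neutral control wells and 100% = positive control wells; some results beyond the cut were filed as inactive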
C2C12 statin – suppressors of statin myotoxicity in C2C12 myotubes, primary screen, cell-based, single point, plate reader; C2C12 myotubes + simvastatin, ATP luminescence, 48 h; scaled: DMSO 0, geranylgeraniol control 100; 0.78% of 330,000 active; rescue of ATP level, % at 7.49 µM;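 active = mean ATP rescue above about 67%, or every replicate alone reaching that limit, limit read from the data, passing the limit was not always enough; inconclusive = no clear call, values can overlap the other calls; inactive = mean under the limit and some replicate under it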;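 note: myotubes were challenged with 10 µM simvastatin during compound exposure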
INS-1E GSIS act – GLuc luminescence reporter in INS-1E cells, primary screen for activators of glucose-dependent secretion of insulin; INS-1E GLuc reporter insulin secretion, 2-3 h; activation, % at 16.6 µM; 0.61% of 370,000 active; AID 743287, 2014;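 active = lowest replicate activation of at least 40%, so every replicate reaches that level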;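 note: 0% = median of neutral control wells and 100% = median of IBMX positive control wells; some compounds called inactive have numbers as strong as hits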
* marks the source's active call; other numbers are inactive results; ? = inconclusive; · = no result given; & = joins results of further samples.

no.	canonical_smiles	Cneo AK release	PAX8 inh HTS	LGR2 antag	PglD inh
1	O=C(c1cccc(S(=O)(=O)N2CCOCC2)c1)N1CCN(c2ncccn2)CC1	-1	-9	5	2
2	CCOc1cc(NC(=O)C2CC2)c(OCC)cc1NC(=O)c1cccc(F)c1	-1	-53	1	3
3	C[C@@H]1CN([C@H](C)CO)C(=O)c2cccc(NC(=O)CCCCCC(=O)Nc3ccccc3N)c2O[C@@H]1CN(C)Cc1ccc(-c2ccccc2)cc1	·	32	-24	·
4	Cn1c(=O)cc(OCCCC(=O)NCc2ccc3c(c2)OCO3)c2ccccc21	-1	2	4	2
5	OCCN1CCN(Cc2cccc(Oc3ccc(Cl)cc3)c2)CC1	-2	·	0	6
6	CCn1c(SCC(=O)Nc2cccc(C(C)=O)c2)nnc1C(C)C	-4	-4	·	-1
7	COCCNC(=O)C[C@@H]1CC[C@H]2[C@@H](COc3ccc(NC(=O)C4CCOCC4)cc3C(=O)N2C)O1	-1	-2	7	0
8	COc1ccnc(Oc2cccc(C(F)(F)F)c2)c1C(=O)N/C=N/OCc1ccccc1F	4	-5	10	2
9	O=C(O)CN(c1ccccn1)S(=O)(=O)c1ccccc1	0	·	·	-3
10	c1ccc(Cc2nc3ccccc3n2Cc2ccccc2)cc1	24	-6	·	3
11	COc1cc(-c2cc(NC=O)c3ncc(-c4ccc(F)cc4)n3c2)cc(OC)c1OC	0	18	29	-2
12	O=C(/C=C/c1ccc(OC(F)F)cc1)OCC(=O)N1CCC(c2ccccc2)=N1	-2	-5	2	-2
13	Cc1ccccc1S(=O)(=O)N1CC[C@H]2[C@H](CO)Nc3ccc(-c4cccc(F)c4)cc3[C@H]21	1	-10	15	-1
14	O=C(C[C@@H]1C[C@@H]2c3cc(NS(=O)(=O)c4ccccc4)ccc3O[C@@H]2[C@H](CO)O1)NC1CCCCC1	1	2	7	3
15	C[C@@H]1CN([C@@H](C)CO)C(=O)c2cc(NC(=O)Nc3ccccc3)ccc2O[C@@H](C)CCCCO[C@H]1CN(C)C(=O)CCC(F)(F)F	2	-22	4	0

no.	ARNT TACC3 PPI	PGC1a acetyl inh	C2C12 statin	INS-1E GSIS act
1	·	·	10	9
2	-5	-11	-15	-10
3	·	-21	·	-20
4	-2	·	6	-8
5	-2	-22	?	8
6	2	-9	4	·
7	-2	-1	6	2
8	-7	-8	-14	-37
9	1	-16	4	·
10	·	-7	9	·
11	·	-21	1	·
12	·	-10	6	14
13	7	4	-37	16
14	-2	-2	-6	0
15	-1	-2	·	-25

Arranged by molar mass (smallest number first): part of the list above
no.	canonical_smiles	Cneo AK release	PAX8 inh HTS	LGR2 antag	PglD inh
9	O=C(O)CN(c1ccccn1)S(=O)(=O)c1ccccc1	0	·	·	-3
10	c1ccc(Cc2nc3ccccc3n2Cc2ccccc2)cc1	24	-6	·	3
5	OCCN1CCN(Cc2cccc(Oc3ccc(Cl)cc3)c2)CC1	-2	·	0	6
12	O=C(/C=C/c1ccc(OC(F)F)cc1)OCC(=O)N1CCC(c2ccccc2)=N1	-2	-5	2	-2
8	COc1ccnc(Oc2cccc(C(F)(F)F)c2)c1C(=O)N/C=N/OCc1ccccc1F	4	-5	10	2
7	COCCNC(=O)C[C@@H]1CC[C@H]2[C@@H](COc3ccc(NC(=O)C4CCOCC4)cc3C(=O)N2C)O1	-1	-2	7	0
3	C[C@@H]1CN([C@H](C)CO)C(=O)c2cccc(NC(=O)CCCCCC(=O)Nc3ccccc3N)c2O[C@@H]1CN(C)Cc1ccc(-c2ccccc2)cc1	·	32	-24	·

no.	ARNT TACC3 PPI	PGC1a acetyl inh	C2C12 statin	INS-1E GSIS act
9	1	-16	4	·
10	·	-7	9	·
5	-2	-22	?	8
12	·	-10	6	14
8	-7	-8	-14	-37
7	-2	-1	6	2
3	·	-21	·	-20

Continued:
no.	canonical_smiles	Cneo AK release	PAX8 inh HTS	LGR2 antag	PglD inh
16	Cn1c(C(=O)N2CCCCCC2)cc2c(=O)n(C)c3ccccc3c21	0	1	-2	-1
17	CCc1cc(C(=O)OC)c(NC(=O)C2CC(=O)NN2Cc2ccccc2)s1 (stereo not drawn)	1	·	-24	2
18	Cc1ccccc1NS(=O)(=O)c1cccc(-c2nnc(-c3ccccc3)o2)c1	1	·	·	0
19	CCN1CCN(CC(=O)n2c3c(c4ccccc42)CC(C)CC3)CC1 (stereo not drawn)	2	·	5	0
20	COc1ccc(C#Cc2c(-c3ccsc3)oc3ccc(N4CCOCC4)cc23)cc1	26	-50	-18	10
21	CCC(=O)N(C)C[C@H]1Oc2ncc(C#CC(C)(C)O)cc2C(=O)N([C@@H](C)CO)C[C@@H]1C	4	·	22	0
22	CCn1cc(C(=O)N2CCCC(CO)(Cc3ccccc3C)C2)cn1 (stereo not drawn)	24	0	6	-2
23	Cc1ccc(Cl)cc1NC(=O)C1CC(=O)N(C(C)C)C1 (stereo not drawn)	3	27	4	6
24	C[C@@H](NC(=O)C[C@H]1CC[C@H](NC(=O)c2cccnc2)[C@@H](CO)O1)c1ccccc1	-9	12	-9	-5
25	CCCNC(=O)C[C@H]1CC[C@H]2[C@H](COc3ccc(NC(=O)Nc4ccccc4)cc3C(=O)N2C)O1	-2	9	-6	6
26	CC(C)NC(=O)Nc1ccc2c(c1)C(=O)N([C@@H](C)CO)C[C@@H](C)[C@@H](CN(C)C(=O)Cc1ccccc1)OCCCC[C@@H](C)O2	0	19	-3	0
27	C[C@@H]1CN([C@@H](C)CO)S(=O)(=O)c2ccc(C#Cc3ccc(F)cc3)cc2O[C@H]1CN(C)S(=O)(=O)c1ccc(F)cc1	4	·	12	-2
28	O=C(Nc1cccc(F)c1)C1CCN(c2nnnn2-c2ccccc2)CC1	1	·	·	1
29	O=S(=O)(c1ccc2ccccc2c1)N1C=CC(C(F)(F)F)=NCC1	0	·	-7	-3
30	COc1ccc([N+](=O)[O-])cc1NC(=O)COC(=O)C=C(C)C	·	-12	6	·

no.	ARNT TACC3 PPI	PGC1a acetyl inh	C2C12 statin	INS-1E GSIS act
16	6	·	-9	12
17	2	5	14	-6
18	2	6	2	·
19	6	-22	·	-2
20	15	-4	-4	-5
21	-7	6	-2	3
22	15	-4	-3	-3
23	-6	4	1	-1
24	1	-2	-6	4
25	6	1	-19	-1
26	0	-1	·	-3
27	3	-1	0	-5
28	1	0	3	·
29	-6	6	33	-5
30	6	·	·	-2

Further compounds
no.	canonical_smiles	Cneo AK release	PAX8 inh HTS	LGR2 antag	PglD inh
31	COC(=O)c1nc(-c2ccc(C)cc2)[nH]c1C(C)(C)C	3	-4	-16	-2
32	CCC(C(=O)NCCCN1CCOCC1)n1c2ccccc2c2nc(=O)cc(C)n21 (stereo not drawn)	-2	-5	-12	-4
33	Cc1c(NS(=O)(=O)c2cccc(C(=O)OCC(=O)c3ccc(Cl)cc3)c2)c(=O)n(-c2ccccc2)n1C	-2	-5	23	-1
34	CCCCOC(=O)C1C2CCC(O2)C1C(=O)OCC (stereo not drawn)	·	4	4	·
35	CCOCCCn1c(=N)c(S(=O)(=O)c2ccccc2)cc2c(=O)n3cc(C)ccc3nc21	0	6	5	-1
36	Nc1ncccc1OCc1ccc(Cl)c(Cl)c1	-1	-167	·	2
37	OC(COc1cccc2ccccc12)CN1CCN(c2ccccc2Cl)CC1 (stereo not drawn)	0	0	-3	-5
38	c1cc(CNC23CC4CC(CC(C4)C2)C3)ccn1	·	19	8	·
39	COc1ccccc1CNc1ncnc2cc(Cl)ccc12	·	40	33	·
40	COc1ccccc1COCC(O)CN1CCCCC1CO (stereo not drawn)	0	4	26	3
41	C=CCCCCCCCCC(=O)Nc1c[nH]c(=O)[nH]c1=O	1	·	11	2
42	C[C@H]1CN([C@@H](C)CO)C(=O)CCCn2nncc2CO[C@H]1CN(C)C(=O)c1ccc(N2CCN(C)CC2)cc1	0&1&-10	-8&-7	6&-7	3&-1&0
43	O=C(CSc1cccc[n+]1[O-])NN(c1ccccc1)c1ccccc1	1	-15	-2	-2
44	COc1ccc(-c2noc(CCCOc3ccccc3)n2)cc1OC	4	·	-4	0
45	COc1ccc(Cc2c(N)nc(N)nc2N)cc1	0	·	·	3

no.	ARNT TACC3 PPI	PGC1a acetyl inh	C2C12 statin	INS-1E GSIS act
31	·	-8	-19	-18
32	-2	-2	-17	15
33	-6	·	-3	-10
34	·	11	2	10
35	1	·	1	6
36	-6	-3	·	·
37	0	·	-11	-13
38	-3	-2	·	-10
39	-9	·	·	-3
40	-9	8	-4	-24
41	2	7	-5	-2
42	-8&-2	6&2&-11	8&10&9	6&12
43	-12	0	·	·
44	-9	-12	11	0
45	1	1	11	·

More results
no.	canonical_smiles	Cneo AK release	PAX8 inh HTS	LGR2 antag	PglD inh
46	CC(/C=C/c1ccc2c(c1)OCO2)=N\NC(=O)COc1ccccc1C	2	·	·	3
47	Cc1cccc(-c2nc(CS(=O)CC(=O)N3CCCCC3)c(C)o2)c1 (stereo not drawn)	-3	13	-14	-5
48	CCOC(=O)CN(c1ccccn1)S(=O)(=O)c1ccc(OC)cc1	·	3	-3	·
49	CCOC(=O)c1c(C)cc(O)cc1O	0	·	·	-1
50	CCOc1ccc(C(c2c(NC(=O)c3ccco3)sc(C)c2C)N2CCOCC2)cc1 (stereo not drawn)	-1	0	22	4
51	O=C(NCC(=O)N1CCC2(CC1)NCCc1[nH]cnc12)c1ccc2ccccc2c1	0	-8	21	-3
52	Cc1nc2c(cnn2-c2ccccc2Cl)c(=O)n1-c1ccc(N2CCC(C)CC2)cc1	-4	24	·	-5

no.	ARNT TACC3 PPI	PGC1a acetyl inh	C2C12 statin	INS-1E GSIS act
46	-8	-2	9	·
47	-1	-12	1	-16
48	·	-6	-9	22
49	-22	5	11	·
50	·	-4	-2	-25
51	8	-21	17	3
52	7	3	-8	9
